Source: PubChem
H9c2 TAG inh: inhibitors of triacylglycerol accumulation, primary screen, cell-based, uHTS, fluorescence, H9c2; H9c2 cells, Nile Red lipid (TAG) fluorescence; cells loaded with 200 µM oleic acid; inhibition, % at 12.5 µM; 230,000 tested, 0.66% active; AID 651582, 2012;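 active means pattern-corrected inhibition of lipid staining of at least 50% with the nuclear-stain viability signal not falling by more than 50%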;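 further: 0% = DMSO wells and 100% = triacsin C control wells; some results filed as inactive read as strong as hits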
H9c2 TAG inh DAPI viability: recorded beside H9c2 TAG inh, whose call it bears; DAPI nuclei signal change (viability), lower = more cytotoxic, %;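 whole-well DAPI fluorescence read on a plate reader as a viability signal; minus 50 percent equals half of cells still viable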
* marks the source's active call; other numbers are inactive results; & = joins results of further samples.

SMILES | H9c2 TAG inh | H9c2 TAG inh DAPI viability
CC[C@]12c3[nH]c4cc(-c5ccco5)ccc4c3CCN1C(=O)[C@@H](CC(=O)NCCCN(C)C)C[C@@H]2C(=O)N1CCN(C(=O)c2ccco2)CC1 | 16 | 4
CC(C)C(=O)Nc1ccc2nn(-c3ccc(F)cc3)nc2c1 | 11 | 23
CC[C@@H](C)C(NC(=O)OC(C)(C)C)c1cn([C@@H](Cc2ccc(O)cc2)C(=O)N2CCN(C(=O)OC(C)(C)C)CC2)nn1 (stereo not given in full) | -10 | 0
CC(=O)c1ccc(-c2ccc(C(=O)N(C)c3c(N)n(Cc4ccccc4)c(=O)[nH]c3=O)o2)cc1 | -10 | 9
COc1ccc(/C=N/n2c(-c3cccs3)n[nH]c2=S)cc1 | 1 | 3
NCCCCCC(=O)N/N=C/c1ccc2nccnc2c1 | 9 | -1
O=C(Nc1nccs1)c1nc[nH]c1C(=O)NCc1ccccc1 | -8 | -3
Cc1ccc(S(=O)(=O)N(C)C[C@H]2Oc3c(NC(=O)Nc4cccc5ccccc45)cccc3C(=O)N([C@@H](C)CO)C[C@@H]2C)cc1 | -10 | 3
CCOC(=O)C1=C(CC)Nc2ccccc2N/C1=N\S(=O)(=O)c1ccc(C(=O)OCC)cc1 | 0 | -5
Cc1cc(-n2c(C)cc(C(=O)COc3cccnc3[N+](=O)[O-])c2C)no1 | 3 | 4
CC(C)NC(=O)C1(C)CCCN1Cc1ccccc1C#N (stereo not given) | -1 | -2
O=C(OCc1csc(-c2ccccc2)n1)c1ccc(O)cc1 | 20 | 8
NC1=NC(=O)/C(=C/c2cn(Cc3ccccc3)c3ccccc23)S1 | 1 | 2
Cc1noc(C)c1C(=O)N1CCC(C(=O)c2ccc(F)cc2F)CC1 | -7 | 7
CC(=O)Nc1ccc(N2CC(C)(C)C2=O)cc1 | -7 | 12
Cc1ccccc1-n1c(SCC(=O)N2CCC(C(=O)O)CC2)nnc1-c1ccncc1 | -4 | -1
CCCCn1c(N)c(N(Cc2ccccc2OC)C(=O)CN2C(=O)NC(C)(c3ccccc3)C2=O)c(=O)[nH]c1=O (stereo not given) | 7 | 0
COC(=O)CNC(=O)c1ccc(=O)oc1 | 1 | -8
COc1ccccc1COn1c(=O)c(-c2ccco2)[n+]([O-])c2ccccc21 | 14 | 15
COc1ccccc1NC(=O)CSc1nccc(-c2ccco2)n1 | 12 | -5
COc1ccc(NC(=O)N2CCCC(CNS(=O)(=O)c3cccs3)C2)c(C)c1 (stereo not given) | 2 | -4
CC(=O)C1C(C)CC2C3CCC4CC(=O)CCC4(C)C3CCC21C (stereo not given) | -2 | 3
CN(O)C(=S)c1ccccc1 | 91 | -65
Cc1cccc2nc3c(nc12)-c1ccccc1C3=O | 2 | 1
CC(C)(C)OC(=O)NCCCCCNC(=O)c1nc[nH]c1C(=O)NCc1ccc(CNC(=O)OC(C)(C)C)cc1 | -9 | 68
O=C(CCSc1nnc(-c2ccco2)o1)Nc1ccccc1 | 16 | 5
CCCN(CC(=O)Nc1ccc(Cl)cc1Cl)Cc1cc(=O)n2ccsc2n1 | -3 | 11
COc1ccc(NC(=O)CSCC(=O)NC2(C)CCS(=O)(=O)C2)cc1 (stereo not given) | 7 | 4
CC(C)NC(=O)[C@]1(C)CCC[C@@]2(C)C3CC[C@@]4(C)C[C@]3(CCC21)CC4=O (stereo not given in full) | 15 | -4
CCCC[N+](CC#CCO)(CC#Cc1ccccc1)CCCC | -3 | 8
COc1ccc(OC)c(S(=O)(=O)Nc2cc(Cl)cc(Cl)c2)c1 | -5 | 8
Fc1cccc(F)c1-n1c(CN2CCCC2)csc1=S | -11 | 2

Part of the list above, with two lines to a compound:
Below each SMILES – H9c2 TAG inh	H9c2 TAG inh DAPI viability
CCCC[N+](CC#CCO)(CC#Cc1ccccc1)CCCC
→ -3	8
COc1ccc(NC(=O)CSCC(=O)NC2(C)CCS(=O)(=O)C2)cc1 (stereo not given)
→ 7	4
CC(C)NC(=O)[C@]1(C)CCC[C@@]2(C)C3CC[C@@]4(C)C[C@]3(CCC21)CC4=O (stereo not given in full)
→ 15	-4
O=C(CCSc1nnc(-c2ccco2)o1)Nc1ccccc1
→ 16	5
Fc1cccc(F)c1-n1c(CN2CCCC2)csc1=S
→ -11	2

(list continues)
SMILES | H9c2 TAG inh | H9c2 TAG inh DAPI viability
Cn1nc(C(=O)NNC(=O)c2ccc(Cl)c(S(N)(=O)=O)c2)c2ccccc2c1=O | 1 | 0
C=C(C)CN(CC)c1nc(N)c(C#N)c(CC#N)c1C#N | -15 | 1
O=C1CN(C(=O)COC(=O)c2ccc[n+]([O-])c2)c2ccccc2N1 | 6 | -2
Cc1ccc(OCc2nc(C#N)c(N3CCN(Cc4ccccc4)CC3)o2)cc1 | -69 | -5
CSCCC(NS(=O)(=O)c1ccccc1F)C(=O)NCc1cccs1 (stereo not given) | 10 | -1
Cc1ccc([C@@H]2CC=C(C(=O)O)[C@H](c3ccccc3F)N2S(=O)(=O)c2ccccc2C)cc1 | -1 | -4
CCc1ccc2[nH]c3nc(SCC(=O)NNC(=O)c4ccc(C(C)(C)C)cc4)nnc3c2c1 | -10 | -4
O=C(Nc1ccc(-c2nc3cccnc3s2)cc1)c1ccco1 | 11 | -3
CCSc1nnc(NC(=O)C2Cc3ccccc3CN2C(=O)c2ccco2)s1 (stereo not given) | -3 | 9
NC1(N)OC(CN2C(=O)c3ccccc3C2=O)CS1 (stereo not given) | 4 | -1
Cc1nn(C(C)(C)C)c(NC(=O)c2ccc(Cl)cc2Cl)c1Br | -3 | 10
COc1ccc(S(=O)(=O)N2c3ccccc3NC(=O)CC2C)cc1 (stereo not given) | -6 | 10
O=C(Nn1cnnc1)c1ccc(Cl)cc1 | 1 | -10
CC(C)c1ccc(NC(=O)CNS(=O)(=O)c2ccc(F)cc2)cc1 | -24 | 5
O=C(NC1CCN(Cc2ccccc2)CC1)c1cc(-c2ccccn2)nc2ccccc12 | -10 | 15
CCOC(=O)c1c(N)c2cc([N+](=O)[O-])cnc2n1C | -14 | -3
COc1cc(OC)cc(C(=O)NNC(=S)Nc2ccccc2OC)c1 | -9 | -5
COC(=O)C1=NN(c2ccc(OC)cc2)C2C(=O)N(c3ccccc3OC)C(=O)C12 (stereo not given) | 2 | 3
O=C(N/N=C/c1ccccc1)c1ccc(OCc2ccccc2)cc1 | 6 | -8
O=C(Cc1cccs1)NNC(=O)C12CC3CC(CC(C3)C1)C2 | 8 | -4
COC(=O)COc1ccc(/C=C2\SC(=O)N(CC(=O)Nc3ccccc3F)C2=O)cc1 | -2 | -2
COc1cccc(CN2CCNC(=O)C2CC(=O)NCCCC2CCCC2)c1OC (stereo not given) | -5 | -6
O=C(N1CCCCC1)N1CCN(c2ccc(Cl)cc2)CC1 | -37 | 13
Cc1cc(C)c(NC(=O)COC(=O)CCn2c(C)csc2=O)c(C)c1 | 7 | 5
O=C(C[C@H]1C/C=C\C[C@H](NC(=O)OCC2c3ccccc3-c3ccccc32)C(=O)O[C@H](c2ccccc2)CNC1=O)N[C@H](CO)Cc1ccccc1 | 32 | -32
CC(=O)O[C@H](CC(=O)O)C[N+](C)(C)C | 11 | 5
Cc1cc(OCc2cc(C(=O)N(C)Cc3ccccn3)no2)cc(C)c1Cl | -25 | -5
CC(C)(CNC(=O)Cc1ccc(NS(=O)(=O)c2cccc(C(F)(F)F)c2)cc1)N1CCOCC1 | -2 | 4
COc1ccccc1NC(=O)CSc1nnc(C2CCCCC2)n1-c1ccccc1 | -21 | 7
Cc1noc(C)c1C(=O)OCC(=O)NCc1ccccc1 | -16 | -5
CC(=O)Nc1ccc(NS(=O)(=O)c2c(Cl)cccc2Cl)cc1 | -8 | 5
CC[C@@H](C)[C@@H](C(=O)N1CCNCC1)n1cc(CCC(=O)O)nn1 | -18 | 5

Nothing new here: an excerpt of the list.
SMILES | H9c2 TAG inh | H9c2 TAG inh DAPI viability
COc1ccccc1NC(=O)CSc1nnc(C2CCCCC2)n1-c1ccccc1 | -21 | 7
Cc1noc(C)c1C(=O)OCC(=O)NCc1ccccc1 | -16 | -5
CC(=O)Nc1ccc(NS(=O)(=O)c2c(Cl)cccc2Cl)cc1 | -8 | 5
CC[C@@H](C)[C@@H](C(=O)N1CCNCC1)n1cc(CCC(=O)O)nn1 | -18 | 5

Going on with the list:
SMILES | H9c2 TAG inh | H9c2 TAG inh DAPI viability
COc1ccc(N/C(=C2\CCCC2=O)C2CCCCC2)cc1 | 1 | 5
COc1ccc(OC)c(-c2oc3ccccc3c(=O)c2O)c1 | 4 | 2
COc1ccc(CNc2oc(Cc3cccc4ccccc34)nc2C#N)cc1 | -9 | -1
Cc1ccc(S(=O)(=O)N2CCN(C(=O)CSc3ncn[nH]3)CC2)cc1 | 4 | 2
COc1ccc(CCNC(=O)CN2CCN(S(=O)(=O)c3ccc(Cl)cc3)CC2)cc1OC | 3 | 0
COC(=O)C1=C(C)N(C)C(=S)N(C)C1c1cccc(Br)c1 (stereo not given) | 6 | -1
Cc1ccc(S(=O)(=O)/N=C2/NC(=O)/C(=C/c3ccccn3)S2)cc1 | 14 | 1
Cc1nnc(SCC(=O)c2c(N)n(C3CC3)c(=O)[nH]c2=O)n1-c1ccccc1 | 2 | 5
CCN1CCN(S(=O)(=O)c2ccc(Cl)c(C(=O)N(C)Cc3ccc(Cl)cc3Cl)c2)CC1 | -36 | 12
CCC(=O)N1CCCC(C)(C(=O)Nc2ccc(OC(F)F)cc2)C1 (stereo not given) | -7 | 2
COc1cc(NC(=O)Cc2ccc(S(=O)(=O)N3CCOCC3)s2)c(OC)cc1Cl | -13 | 7
CCCOC(=O)CCCN1C(=O)/C(=C2\SC(=S)N(CCCC(=O)OCCC)C2=O)SC1=S | -2 | -5
CCOC(=O)C(=COC(=O)c1ccccc1)NC(=O)Cc1ccccc1 | 10 | 4
COc1cccc(C(=O)NCc2nnc(SCC(=O)Nc3nccs3)n2-c2ccccc2)c1 | 0 | -8
C#CCN1CC(C)/C(=N/O)CC1C (stereo not given) | 12 | 10
COc1ccc(C(=O)COC(=O)Cc2c[nH]c3ccccc23)c(OC)c1 | 3 | -1
O=S(=O)(Cc1noc(-c2ccccc2Cl)n1)c1ccccn1 | -4 | 9
NC(=O)c1c(NC(=O)c2cc3ccccc3o2)sc2c1CCC2 | 8 | 11
CCOc1c(Br)cc(CNc2ccc(N3CCN(C(C)=O)CC3)cc2)cc1OC | 0 | -1
CCOC(=O)CCc1c(C)c2ccc(OCc3nn[nH]n3)c(C)c2oc1=O | -5 | 4
CCn1cc(CN2CCC(C(=O)Nc3ccc(Oc4cccnc4)cc3)CC2)c(C)n1 | -19 | 9
COc1cc(OC)cc(C(=O)N(Cc2nc(-c3cccc(C)c3)no2)C(C)C)c1 | 5 | -2
C[C@@H]1O[C@@H](Oc2c(-c3ccc(O)c(O)c3)oc3cc(O)cc(O)c3c2=O)[C@H](O)[C@H](O)[C@H]1O | -3&5 | 2&-12
COc1ccc(N2C=C3C(=O)C(C)(OC(=O)CCc4ccccc4)C(=O)C=C3C=C2c2ccc(C#N)cc2)cc1 (stereo not given) | 10 | -2
COc1ccc(OCC(=O)NC2CCCN(Cc3ccc(Cl)cc3)C2)cc1 (stereo not given) | -6 | 11
CCn1c(Cc2ccccc2)nnc1SCC(=O)Nc1ccc(OC)cc1 | -3 | -12
Cc1ccc(S(=O)(=O)Nc2ccc(Nc3nccn4c(-c5cccc(OC(F)(F)F)c5)cnc34)cc2)cc1 | 39 | 11
CC(C)c1ccc(C(=O)N2CCN(CCO)CC2)cc1 | 2 | 6
CN(CP(=O)(O)C(O)c1ccccc1)S(C)(=O)=O (stereo not given) | 7 | -3
O=C(CSc1nc(N2CCCCC2)nc(N2CCCCC2)n1)N1CCN(c2ccccc2)CC1 | 60* | -6.4*
O=c1c2ccccc2n2nnnc2n1-c1ccccc1 | -2 | -6
CCN(CC)C(=O)Oc1ccc(Br)cc1C(=O)Nc1ccc(F)c(Cl)c1 | 6 | -1
Oc1ccc(Cl)c2cccnc12 | 12 | -7
O=C(NCCc1ccc(Cl)cc1)c1ccc2nc(N3CCOCC3)sc2c1 | -1 | 3
Cc1ccc(N(CCCCN2C(=O)c3ccccc3C2=O)C(=O)c2cccs2)cc1 | -16 | 3
C=CCn1c(-c2cc(-c3ccccc3)sc2N)n[nH]c1=S | 11 | -3
Cc1ccc(OCC(=O)Nc2ccc(CN3CCOCC3)cc2)cc1C | 4 | -3
O=C(NCc1ccco1)c1ccc(-c2ccccc2Cl)o1 | -5 | 1
COc1cc2cncc(Cc3ccc(Cl)cc3)c2cc1OC | -6 | -5
COCCN(CCOC)C(=O)Nc1ccc(Cl)cc1 | 12 | 1
Cc1noc(C)c1COc1ccc(C(=O)N2CCCC(C(F)(F)F)C2)cc1 (stereo not given) | 31 | 0

The list is partial, so the mix of outcomes need not match the whole.
